High-throughput results (PubChem BioAssay)
TNAP activation fold: stimulation of alkaline phosphatase TNAP activity – biochemical, luminescent, no phosphate acceptor, uHTS, primary screen (AID 1001); 0.03% of 200,000 active; purified TNAP, luminescent activation assay, no phosphate acceptor; higher activation fold means a stronger effect; activation fold at 20 µM; hits with a dose series show EC50 in µM; in the data active = activation fold from about 3, or a potency from the dose series; inactive = the rest, 99 in 100 with activation fold below about 1.6; also: many of its hits are not listed in these tables
XIAP antagonists: XIAP antagonists, biochemical, IAP family, fluorescence polarization (AID 1018); XIAP BIR domain, fluorescence polarization peptide displacement; higher % means a stronger effect; one-dose displacement, % at 20 µM; IC50 in µM for titrated hits; 0.007% of 200,000 active; in the data active = displacement above about 50%; also: a part of the inactive calls stands beside numbers as strong as those of hits
human PMI inhibitors: human PMI inhibitors, high substrate, primary screen, biochemical, fluorescence intensity, high mannose 6-phosphate (AID 1220); recombinant PMI enzyme, coupled fluorescence intensity; higher % means a stronger effect; inhibition, % at 20 µM; hits with a dose series show IC50 in µM; 0.66% of 190,000 active
P. falciparum M17LAP: P. falciparum M17LAP inhibitors, primary screen, biochemical, fluorogenic H-Leu-NHMec substrate, 1536-well (AID 1619); 0.38% of 220,000 active; recombinant M17LAP, H-Leu-NHMec fluorogenic kinetic assay; higher % means a stronger effect; inhibition, % at 30 µM, or IC50 in µM where a hit was titrated;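 active = compound inhibiting the enzyme by more than half at any dose during confirmatory dose-response retesting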;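 also: plate controls were full reaction with DMSO carrier for no effect and no enzyme background for full effect; strong numbers were not always called active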
M1AAP inhibition: P. falciparum M1AAP inhibitors, biochemical, fluorogenic H-Leu-NHMec substrate, 1536-well (AID 1445). one-dose inhibition, % at 30 µM; IC50 in µM for titrated hits. recombinant M1AAP, H-Leu-NHMec fluorogenic kinetic assay; higher % means a stronger effect. 0.42% of 220,000 active;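 active = primary inhibition above the hit cutoff, then over 50% inhibition at one or more dose response concentrations, cut at about 23% in these data, passing the limit was not always enough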;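 also: plate controls were DMSO full reaction for no effect and no enzyme background for full effect; strong numbers were not always called active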
SIAH1 antagonists: blockers of Siah-1 interaction with plectin peptide – biochemical, fluorescence polarization, rhodamine-plectin, uHTS, primary screen (AID 1817); 0.02% of 290,000 active; one-dose displacement, % at 20 µM; IC50 in µM for titrated hits; Siah-1 / rhodamine-plectin peptide fluorescence polarization; higher % means a stronger effect;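 active = displacement of at least 50% at 20 µM, with a fluorescence ratio check between 0.3 and a set limit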;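 also: plate controls were Siah plus tracer with DMSO for no effect and tracer alone without Siah for full effect; strong numbers were not always called active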
UTI89 phage lysis: inhibition of K1F phage lysis, E. coli UTI89, bacterial capsule biogenesis inhibitors, alamar blue (AID 488966) | E. coli UTI89 K1F phage lysis, alamar blue, 2 h; higher % means a stronger effect | inhibition, % at 100 µM, or IC50 in µM where a hit was titrated | 0.02% of 340,000 active;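 active = phage lysis inhibition, versus mean bacterial control, above a set limit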;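 also: capsule biogenesis inhibitors block K1F phage lysis so surviving cells raise fluorescence; higher fluorescence means more inhibition of phage lysis; actives were called in the ten point dose series up to 300 µM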
PMI inhibitors: MPI enzyme activity inhibition – biochemical, fluorescence intensity, coupled assay, primary screen (AID 1209); purified PMI enzyme, coupled fluorescence intensity; higher % means a stronger effect; one-dose inhibition, % at 20 µM; IC50 in µM for titrated hits; 0.42% of 190,000 active;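 also: plate controls were DMSO vehicle for no effect and wells lacking substrate for full effect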
Hep lipid drop: hepatic lipid droplet formation modulation | AID 1656 | AML12 mouse hepatocytes, oleate lipid droplets, BODIPY imaging | inhibition, % at 6.5 µM | 0.4% of 240,000 active;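 active = lipid droplet intensity inhibited by at least 50%, with more than 500 cells counted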
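Material – AML12 mouse liver cells · Also added – oleate loading, 100 µM · Compound dosing – 6.5 µM single-point dosing · Times – overnight treatment with compound plus oleate · Measured by – fluorescence imaging, 20x objective, two fields per well · Read-out – percent inhibition of filter-corrected integrated lipid droplet intensity per well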
Hep lipid drop cells 6.5 µM: further read-out of Hep lipid drop, marked with its call; cell count; measured here: cell count, cytotoxicity flag;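 cells counted across two imaged fields per well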
An asterisk follows results filed as active; x = not tested or not shown; [ ] = remark or other dose. Rule as the data show it, unless noted: active = inhibition above about 50%; inactive = the rest.

SMILES	TNAP activation fold	XIAP antagonists	human PMI inhibitors	P. falciparum M17LAP	M1AAP inhibition	SIAH1 antagonists	UTI89 phage lysis	PMI inhibitors	Hep lipid drop	Hep lipid drop cells 6.5 µM
COCCCNC(=O)CSc1nc2ccccc2c(=O)n1CCCC(=O)NCC1CCCO1 (stereo not given)	1.1	-6.8%	6%	4%	-2%	1%	-0.2%	8%	x	x
COC(=O)c1cc2occc2n1Cc1c(F)cccc1Cl	1	-2.6%	18%	8%	2%	-4%	x	15%	x	x
c1ccc(-c2c(-c3ccccc3)n(Cc3ccco3)c3ncnc(NCCCn4ccnc4)c23)cc1	x	-1.6%	-4%	14%	4%	-6%	1.4%	-2%	-22	766
O=C(Cc1ccc([N+](=O)[O-])cc1)NCc1ccccc1Cl	1.1	0.1%	-10%	-2%	-1%	3%	4.3%	-9%	32	665
COc1cccc(C(=O)NNC(=O)c2sccc2-n2cccc2)c1	1.2	-2.3%	5%	-1%	5%	-5%	-0.3%	-3%	4	699
Cc1cc(C)c2c(-n3cccc3)nn(C)c2n1	1	-5.8%	0%	-7%	4%	-2%	5.7%	7%	x	x
CCN(CC)S(=O)(=O)c1ccc(N2CCCC2)c(C(=O)OCC(=O)/C(C#N)=C(\C)N)c1	1.1	-1.7%	12%	3%	10%	2%	-0.4%	14%	32	731
COc1ccc(-c2nnn(-c3cc(Cl)cc(Cl)c3)c2N)cc1	x	x	x	0%	6%	-8%	0.0%	x	1	733
COc1cc(O)c(C(CC(=O)N2CCCCC2)c2ccc3c(c2)OCO3)c(OC)c1 (stereo not given)	x	x	x	-2%	4%	13%	-0.1%	x	-22	659
CCOC(=O)c1ccc(N=c2sc(C(=O)OC)cc(=O)n2Cc2ccc3c(c2)OCO3)cc1	1.1	-2.7%	2%	-3%	5%	-6%	5.4%	4%	x	x
CCc1cccc(C)c1NC(=O)CC(C)(C)CC(=O)O	x	x	x	4%	0%	14%	-1.1%	x	14	680
C#CCNC(=O)C1=C[C@H](c2csc3ccccc23)C[C@H](OCCCCO)O1	1.1	-1.6%	30%	-3%	2%	-4%	0.5%	17%	-47	731
S=C(Nc1ccccc1)c1nc2ccccc2s1	1.1	-6.1%	-7%	-2%	0%	-8%	0.2%	8%	6	580
Cc1ccc([N+](=O)[O-])c2c1C(N1CC(C)OC(C)C1)C(C)(C)O2 (stereo not given)	1.1	-3.7%	-11%	-2%	3%	7%	0.0%	1%	-2	657
CCOc1ccc(S(=O)(=O)Nc2nc3ccccc3nc2-n2ccc(=NC(=O)c3cccs3)cc2)cc1	1.3	1.1%	10%	4%	2%	49%	0.3%	10%	-27	628
CNS(=O)(=O)c1cccc(C(=O)OC2CCCCC2=O)c1 (stereo not given)	1.1	-3.4%	3%	6%	1%	-1%	1.0%	3%	x	x
Cc1cc(C)n(-c2nc3ccccc3nc2N2CCN(C(=O)c3ccccc3)CC2)n1	1	-3.0%	1%	9%	3%	9%	0.0%[50 µM]	1%	-20	739
COc1ccc(C(=O)Nc2ccncc2)cc1OC	0.9	-4.8%	7%	-2%	-2%	-3%	-0.8%	10%	2	761
CCN1C(=O)/C(=C/c2cccs2)N(C)C1=S	1.1	-10%	1%	-2%	7%	13%	-0.1%	5%	9	812
CCOCCCNCc1ccc(OCc2ccccc2C)c(OC)c1	1	-0.4%	-10%	-2%	-4%	0%	0.5%	-4%	-3	675
Cn1c(CNc2ccc(Cl)cc2)nnc1SCC#N	1	-1.3%	-3%	x	x	-1%	0.2%	1%	-4	646
CC(=O)c1ccc(NC(=O)Nc2ccc([N+](=O)[O-])cc2)cc1	1	0.9%	0%	2%	11%	9%	1.6%[50 µM]	11%	7	589
O=[N+]([O-])c1ccc2nnn(O)c2c1	1.1	-1.9%	0%	28%	6%	1%	-1.2%	-4%	2	741
CCn1c(=NC(=O)CN2C(=O)CCC2=O)sc2c(OC)ccc(OC)c21	1.1	-2.9%	-7%	2%	13%	-4%	2.5%	-3%	x	x
COC(=O)c1ccc(NC(=O)CN(C)S(=O)(=O)c2ccc(OC)c(C)c2)cc1	1.1	-8.8%	4%	-11%	2%	-6%	8.0%	8%	-8	595
CN(C)c1ccc(C2NCCS2)cc1 (stereo not given)	1.1	-2.2%	-3%	-7%	-6%	0%	-0.1%	-1%	x	x
O=C(COC(=O)c1nc(Cl)ccc1Cl)Nc1ccccc1OC(F)F	1.1	-4.1%	-2%	-5%	4%	4%	0.1%	-8%	-6	692
COc1ccc(-c2nc(CSCC(=O)NC3CCCc4ccccc43)c(C)o2)cc1OC (stereo not given)	1.1	2.5%	2%	-1%	-5%	1%	0.6%	3%	x	x
CC1Cc2ccccc2N1C(=O)Cn1cc([N+](=O)[O-])cn1 (stereo not given)	1.1	1.8%	-2%	4%	9%	3%	0.3%	-1%	x	x
CCn1c(COc2ccc(OC)cc2)nnc1SCc1nc2ccccc2c(=O)[nH]1	1	-7.3%	-3%	15%	-1%	-3%	x	-7%	-7	635
CCCN1CCN(C(=O)Cn2c(=O)oc3cc(S(=O)(=O)NCc4ccccc4)ccc32)CC1	1.2	-4.9%	3%	-1%	7%	5%	0.5%	4%	3	667
O=C(c1ccccc1Cl)N1CCC(c2nc3c(nnn3Cc3ccco3)c(=O)[nH]2)CC1	1.1	-5.9%	-5%	6%	9%	0%	-1.8%	-8%	12	711
CCc1ccc(N(C(=O)c2csnn2)C(C(=O)NCc2ccccc2)c2ccco2)cc1 (stereo not given)	0.9	-4.6%	-13%	-11%	9%	-1%	0.1%	-7%	x	x
CCOc1cnn(Cc2ccccc2)c(=O)c1SCc1ccccc1	1.1	-6.4%	-4%	3%	5%	5%	5.2%	-5%	-31	666
C=C(C)CSc1nnc(-c2cccc(Cl)c2)n1N	1	-9.5%	-6%	-1%	1%	-4%	0.3%	-7%	x	x
COc1ccc(C(=O)Nn2cnc3ccccc3c2=O)c(OC)c1	1.1	-13%	8%	-15%	0%	0%	0.0%	8%	x	x
CCn1c2ccccc2c2nnc(SCC(=O)OCN3C(=O)c4ccccc4C3=O)nc21	1.1	-6.6%	6%	-4%	-3%	-1%	0.6%	4%	x	x
COc1ccc(C2C(C(=O)c3ccco3)=C(O)C(=O)N2c2nnc(C)s2)cc1 (stereo not given)	1	0.5%	-17%	28%	2%	3%	0.2%	-31%	-6	727
O=C(NCC1CCN(C(=O)c2ccc([N+](=O)[O-])cc2)CC1)C(=O)Nc1ccccc1	1.1	-6.5%	8%	24%	14%	7%	0.5%	-6%	-3	744
COCCNC(=S)N/N=C(\C)c1ccc(OC)cc1	1	0.8%	-1%	-1%	-2%	1%	4.7%	0%	8	640
NC(=O)CSC1=Nc2ccccc2C2=NC(CCC(=O)NCc3ccc(F)cc3)C(=O)N12 (stereo not given)	1.1	-1.2%	-28%	-25%	1%	-3%	-0.7%	-6%	-1	796
C=CC[n+]1c(-c2ccc(C)cc2)csc1NNC(=O)Nc1ccccc1	1.1	0.3%	10%	14%	11%	4%	-0.1%	15%	x	x
O=C(NCCCN1CCN(c2ccccc2F)CC1)C1CCN(S(=O)(=O)c2cccs2)CC1	1.2	0.3%	3%	-6%	-3%	4%	8.2%	0%	x	x
CSCCC(NC(=O)C12CC3CC(CC(C3)C1)C2)C(=O)OCC(=O)c1ccc(Cl)cc1 (stereo not given)	1	-14%	4%	8%	2%	-5%	0.0%	4%	x	x
CC(C)c1cc(Br)ccc1OCCN1C(=O)NC(C)(C)C1=O	1	-3.8%	15%	-5%	-2%	-4%	-0.9%	18%	5	658
CCSc1ccccc1C(=O)NCc1ccc2c(c1)OCO2	1.1	-7.4%	-10%	10%	6%	1%	0.7%	-7%	x	x
COc1ccc2nc(SCC(=O)NC(C)(C)C)[nH]c2c1	1.1	-1.8%	0%	9%	5%	1%	0.2%	-4%	x	x
Cc1cc(NC(=O)COC(=O)c2c(C)noc2C)ccc1Br	1	-0.6%	1%	9%	-5%	-2%	-0.4%	0%	19	713
C=CCN1C(=Nc2cccnc2)SCC1(O)c1ccc(C)cc1 (stereo not given)	1.1	-3.0%	9%	16%	2%	2%	x	9%	x	x
CSc1ncccc1C(=O)OCC(=O)c1cc2ccccc2o1	1.1	3.2%	8%	5%	0%	8%	0.5%	2%	x	x
Cc1ccc2nc(-c3ccccc3N)[nH]c2c1	1.1	0.7%	15%	26%	7%	-1%	0.4%	14%	9	627
O=C(CCCn1cnc([N+](=O)[O-])n1)Nc1cccc(O)c1	1	-6.4%	22%	-3%	5%	-4%	x	1%	-14	702
CC(c1ccccc1F)n1cc(C(=O)NCCc2ccco2)nn1 (stereo not given)	1.1	1.4%	-2%	1%	5%	-2%	0.6%	-4%	x	x
CCOC(=O)c1csc(NC(=O)CSc2nnnn2-c2ccc(OC)cc2)n1	1.1	-2.1%	0%	-3%	10%	2%	-3.6%	2%	x	x
COc1nc(C)ccc1-c1noc(-c2ccco2)n1	1.1	-2.2%	10%	10%	2%	3%	8.7%	15%	-12	693
CC1=Nn2c(nnc2-c2ccco2)SC1	1.1	-3.0%	-8%	10%	6%	-5%	-0.2%	-12%	x	x
CC12CCC(C(=O)Nc3ccncc3)(CC1O)C2(C)C (stereo not given)	x	x	x	1%	1%	5%	1.9%	x	-4	669
Cc1cccn2c(=O)c(C=Nc3ccccc3)c(NCc3ccco3)nc12	1.1	-6.3%	-13%	-62%	10%	0%	4.6%	-12%	x	x
C=CCN1C(=O)S/C(=C/c2ccsc2)C1=O	1	-12%	4%	-1%	2%	0%	-0.3%	3%	0	725
O=C(NCc1ccccn1)C1CCN(S(=O)(=O)N2CCC3(CC2)OCCO3)CC1	1.1	-3.9%	-2%	-5%	8%	6%	-0.1%	-4%	2	697
O=C(c1cccc(Br)c1)N1CCN(C(=O)N2CCCCC2)CC1	1.1	4.5%	13%	1%	7%	11%	-1.7%	14%	-4	665

Compounds as they come. About 1.9% of those tested had a hit in this group.
